# WT yeast gro inh = growth inhibition of WT yeast, mitochondrial fusion screen; inhibition, % at 10 µM; 190,000 tested, 2.1% active; mitochondrial fusion phenotypic screen, WT strain; AID 1362; in the data active = inhibition above about 58%; tested in S. cerevisiae
# Dynein transport = dynein cargo transport inhibition. 3617.4 mouse cells, GR-EGFP nuclear translocation imaging; test concentration mostly 20 µM; stimulated with dexamethasone, 1 µM; hits give low values. 220,000 tested, 0.47% active. AID 1381. z-score, hits read low;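 active = plate z-score of nuclear minus cytoplasmic receptor signal below a set negative limit, without overly bright fluorescence or cell loss, cut at about -3.5 in these data, passing the limit was not always enough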;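 note: z-score of nuclear minus cytoplasmic ring GR-EGFP intensity difference per well; some compounds called inactive have numbers as strong as hits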
#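 Also added: dexamethasone, 1.0 µM final. Medium: tet-free, stripped-serum medium. Detection: fixed, Hoechst-stained cells imaged at 10x for EGFP. Read-out: nuclear-to-cytoplasmic GR-EGFP distribution per well. Times: induction 48 h, compound 1 h, agonist 30 min.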
# Hep lipid drop = hepatic lipid droplet formation modulation. 240,000 tested, 0.4% active. inhibition, % at 6.5 µM. AID 1656. AML12 mouse hepatocytes, oleate lipid droplets, BODIPY imaging;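 active = lipid droplet intensity inhibited by at least 50%, with more than 500 cells counted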
#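 Assay system: AML12 hepatocytes (mouse) / Also added: 100 µM oleic acid challenge / Times: overnight treatment with compound plus oleate / Detection: high-content imaging of BODIPY-stained droplets and DAPI nuclei / Evaluation: % inhibition of lipid droplet signal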
# MT stabilizer = stabilizes microtubules in HeLa cells. HeLa tubulin immunostaining HCS, 24 h; share of cells brighter than vehicle mean+2SD. % tubulin-high responders, % at 10 µM. 200,000 tested, 0.83% active;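 active = plate Z-score above 3 for both tubulin-high and condensed-nucleus cell shares, with cell loss under 80%, at 10 µM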;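 note: anti alpha tubulin signal scored within the nucleus-defined area of each cell; some results filed as inactive read as strong as hits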
# Yfh1-depleted yeast = mitochondrial function rescue without frataxin homolog – Friedreich's ataxia, plus single-dose screen, dose response (AID 1465) | 220,000 tested, 0.074% active | fold induction at 50 µM; hits with a dose series show EC50 in µM | S. cerevisiae Yfh1-off respiration, WST-1 reduction, 72 h; higher fold induction means a stronger effect;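 active = fold induction of absorbance versus untreated yeast above a set limit, then at least 30% activation at any dose in follow-up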;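 note: activators that raise dye reduction in frataxin-depleted yeast; strong numbers were not always called active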
# Autophagy mod = autophagy modulation, high-content screen; AID 463193; 190,000 tested, 0.98% active; MEF GFP-LC3 puncta imaging; test concentration mostly 10 µM; calls only at 10 µM (by protocol);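 active = percentage of spot-positive cells more than 3 SD above its plate mean, without a fluorescence outlier flag or 80% toxicity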;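 note: spot-positive cell cutoff set from DMSO-treated cells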
# b-catenin transl = alters nuclear translocation of beta-catenin in HeLa cells. immunofluorescence imaging. 190,000 tested, 0.3% active. AID 1665. nuclear translocation activity, % at 5 µM;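 active = nuclear translocation activity above 50% at 5 µM, with a well cell count of 50 or more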;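 note: per-cell ratio of nuclear to cytoplasmic median beta-catenin stain intensity; plate controls were DMSO negative control for no effect and GSK-3 inhibitor IX positive control for full effect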
#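 System: Human HeLa cells, endogenous beta-catenin | Compound dosing: 5 µM primary, 0.02–20 µM confirmation | Timing: 24 h compound exposure at 37°C, 5% CO2 | Measured by: Fluorescence imaging of beta-catenin antibody stain plus DAPI | Read-out basis: % activation of per-cell nuclear versus cytoplasmic median beta-catenin signal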
# Ins promoter up = MIN6 insulin promoter up-regulation | MIN6 insulin promoter-GFP reporter, high-content imaging; hits give high values | z-score at 5 µM | 190,000 tested, 0.3% active | AID 1625;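 active = z-score above 3 at 5 µM with at least 500 cells counted in the well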
# HEK293 NOD2/NF-kB = NOD2 signaling inhibitors, cell-based, luminescence, uHTS, HEK293 (AID 1566). HEK293 NOD2/NF-kB luciferase reporter, luminescence; higher % means a stronger effect. one-dose inhibition, % at 4 µM; EC50 in µM for titrated hits. 290,000 tested, 0.63% active; in the data active = inhibition above about 50%; note: many of its hits are not listed in these tables
# WT yeast gro inh mutant strain = recorded beside WT yeast gro inh, whose call it bears; inhibition, %; mitochondrial fusion phenotypic screen, mutant strain inhibition
# Dynein transport cytoplasmic EGFP = further read-out of Dynein transport, marked with its call; z-score; measured here: cytoplasmic GR-EGFP intensity; hits give high values
# Dynein transport nuclear GR-EGFP = second read-out of Dynein transport, no call of its own (marks repeat the call); z-score; measured here: nuclear GR-EGFP intensity;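 lower value marks the stronger effect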
# Dynein transport cell count = also measured in Dynein transport; calls as there; z-score; measured here: cell count per field
# Ins promoter up cell count = further read-out of Ins promoter up, marked with its call; cell count; measured here: cytotoxicity, nuclei count;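 total cells summed across four imaged fields per well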
# Hep lipid drop cells 6.5 µM = further read-out of Hep lipid drop, marked with its call; cell count; measured here: cell count, cytotoxicity flag;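 cells counted across two imaged fields per well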
# b-catenin transl cell count 5 µM = further read-out of b-catenin transl, marked with its call; cell count; measured here: cell count, cytotoxicity flag
# MT stabilizer Hoechst-high % = recorded beside MT stabilizer, whose call it bears; % Hoechst-high responders; measured here: nuclear condensation Hoechst responders;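 share of cells brighter than vehicle mean plus two SD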
# MT stabilizer cytotoxicity % = further read-out of MT stabilizer, marked with its call; toxicity, %; measured here: cytotoxicity by cell density;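 0% = mean cell density of plate MIN control wells and 100% = no cells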
# Autophagy mod cell loss 18 h = second read-out of Autophagy mod, no call of its own (marks repeat the call); toxicity, %; measured here: cell loss, nuclei count;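 cell loss after 18 h compound exposure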
# Active calls of the source: *; i = inactive; x = not tested or not shown; + = active, no number. Only part of the results is shown; the hit share may differ from the screen's.
SMILES,WT yeast gro inh,WT yeast gro inh mutant strain,Dynein transport,Dynein transport cytoplasmic EGFP,Dynein transport nuclear GR-EGFP,Dynein transport cell count,Hep lipid drop,Hep lipid drop cells 6.5 µM,MT stabilizer,MT stabilizer Hoechst-high %,MT stabilizer cytotoxicity %,Yfh1-depleted yeast,Autophagy mod,Autophagy mod cell loss 18 h,b-catenin transl,b-catenin transl cell count 5 µM,Ins promoter up,Ins promoter up cell count,HEK293 NOD2/NF-kB
COc1ccc(C(=O)Nc2c(N)nc(SCC(=O)N3CCCCCC3)[nH]c2=O)cc1OC,4,-3,-0.93,-0.18,-0.39,0.2,6,775,1.8,1.9,5.4,i,i,10,1.8,1045,0.29,1217,7%
COc1ccc(OC)c(N=C(C)C2=C(O)COC2=O)c1,-10,-4,0.97,-0.19,0.79,0.37,2,775,8.9,5.9,16,i,i,18,-3.7,1195,-0.25,1180,-3%
Cc1ccnc(NC(=O)CCC(=O)N(CC(=O)NC2CCCCC2)Cc2cccs2)c1,-6,-15,2.6,-0.17,0.99,-0.82,2,702,4.6,2.6,11,i,i,-13,-0.7,1084,0.44,1280,7%
COc1ccc(C(=O)N2CCN(C(=O)c3ccco3)CC2)cc1OC,-3,-13,0.32,0.59,0.39,0.82,1,608,1.9,2.3,3.7,i,i,-2,-0.3,1064,-0.22,1275,0%
CCOC(=O)c1c(/N=C/C2=C(O)CCCC2=O)sc2c1CCCC2,x,x,0.46,-0.29,0.23,0.3,6,736,x,x,x,i,x,x,1.4,1341,x,x,4%
CC1CC(=O)Nc2ccccc2N1C(=O)Nc1ccc(F)cc1F (stereo not drawn),x,x,-1.3,-0.29,-0.84,0.95,x,x,x,x,x,i,x,x,2.9,1197,0.41,1422,12%
CN(c1ccccc1)C(c1ccc(F)cc1)c1nnnn1C1CCCC1 (stereo not drawn),11,5,-0.049,-0.18,0.095,-0.42,-19,649,2.3,2.3,12,i,i,15,-1.0,1045,-0.09,2008,-1%
O=C(CCSCCC(=O)N1CCCC1)N1CCCC1,17,10,1.8,-0.069,1.5,-1.4,1,750,9.2,9.2,98,i,i,-5,x,x,0.33,1235,-2%
COc1ccc(NC(=S)N2N=CCC2c2ccccc2)cc1 (stereo not drawn),31,35,-0.58,-0.097,0.023,0.2,-5,749,1.2,1.3,4.7,i,i,5,-12,1167,x,x,-85%
O=S(=O)(c1ccc(Cl)cc1Br)N1CCCCC1,8,19,0.43,-0.17,0.27,-0.42,-44,636,4.0,1.5,6.4,i,i,1,-0.5,1048,-0.7,1794,7%
CCCN1CCC(=O)N([C@H](CSc2ccc(OC)cc2)CC(C)C)CC1,x,x,-0.71,-0.81,-0.28,0.5,-31,644,x,x,x,i,x,x,-1.8,1223,x,x,-27%
CCOc1ccc(-c2nnn(CC(=O)Nc3ccccc3OC)n2)cc1OCC,-6,14,0.61,-0.22,0.47,-0.48,6,687,3.2,1.7,8.0,i,i,-7,0.8,1093,-0.46,816,12%
CCn1cc(SCC(=O)Nc2cc(C)on2)c2ccccc21,19,9,0.55,-0.088,0.68,-0.63,2,672,5.2,1.2,7.4,i,x,x,-3.0,1087,0.58,1257,-9%
CCCCNC(=O)Cc1coc2ccc3ccccc3c12,-4,14,-0.61,-0.19,-0.059,-0.21,x,x,2.8,1.5,4.6,i,i,2,-0.9,1370,0,1435,6%
Cc1nn(-c2ccccc2)c(N2CCCC2)c1/C=N/NC(=O)c1cc(-c2ccccc2)nc2ccccc12,-21,-10,-0.7,-0.24,-0.52,0.38,6,373,2.1,2.0,9.7,i,i,-15,2.4,1036,-0.64,1331,8%
Cc1ccc(N2C(=O)CSC2c2c(F)cccc2Cl)cc1 (stereo not drawn),5,6,0.041,-0.14,0.2,-0.15,4,780,2.9,1.5,5.7,i,i,-12,x,x,0.48,764,-2%
CCN=C1S/C(=C\c2cn(CC(=O)NCCOC)c3ccccc23)C(=O)N1CC,-6,-11,1.9,-0.24,1.3,-0.91,14,752,2.4,1.1,6.7,i,i,-6,-1.2,892,-1.3,1561,13%
Cc1cccc(C2Nc3ccccc3C(=O)N2c2ccccc2)n1 (stereo not drawn),7,-6,-1.1,-0.36,-0.48,0.12,-1,752,2.8,1.9,4.2,i,i,6,-4.4,1025,1.6,1001,-2%
COc1ccc(-c2nnn(CCC(=O)O)n2)cc1,3,4,-0.85,-0.31,-0.21,0.41,-4,753,2.0,1.2,5.9,i,i,-5,-0.3,1130,0.45,786,4%
COC(=O)c1cc2c([nH]c3ccccc32)c(C)n1,8,-1,0.043,-0.14,0.32,-0.67,x,x,5.8,3.2,1.9,i,i,-5,0.7,1103,0.15,1109,-3%

# Reprinted from the part before: two compounds; new compounds follow.
SMILES,WT yeast gro inh,WT yeast gro inh mutant strain,Dynein transport,Dynein transport cytoplasmic EGFP,Dynein transport nuclear GR-EGFP,Dynein transport cell count,Hep lipid drop,Hep lipid drop cells 6.5 µM,MT stabilizer,MT stabilizer Hoechst-high %,MT stabilizer cytotoxicity %,Yfh1-depleted yeast,Autophagy mod,Autophagy mod cell loss 18 h,b-catenin transl,b-catenin transl cell count 5 µM,Ins promoter up,Ins promoter up cell count,HEK293 NOD2/NF-kB
COc1ccc(-c2nnn(CCC(=O)O)n2)cc1,3,4,-0.85,-0.31,-0.21,0.41,-4,753,2.0,1.2,5.9,i,i,-5,-0.3,1130,0.45,786,4%
COC(=O)c1cc2c([nH]c3ccccc32)c(C)n1,8,-1,0.043,-0.14,0.32,-0.67,x,x,5.8,3.2,1.9,i,i,-5,0.7,1103,0.15,1109,-3%
COc1ccc(CNC(=O)CCCN2C(=O)c3ccccc3C2=O)cc1,-12,-20,-0.36,-0.21,-0.57,0.77,19,715,2.1,2.2,8.6,i,i,-4,0.3,1477,0.37,1457,6%
CCOc1ccc(NC(=O)c2ccc3c(c2)N(Cc2ccc(F)cc2)C(=O)CS3=O)cc1 (stereo not drawn),-2,-6,-0.9,-0.24,-0.47,0.66,-26,711,4.4,3.2,8.7,i,x,x,2.7,1088,-1.3,1949,26%
COc1ccc(-c2ccc(=O)n(Cc3ccc([N+](=O)[O-])cc3)n2)cc1,23,5,1.4,0.082,0.94,-1.2,13,760,2.7,3.7,6.0,i,i,-1,x,x,-0.22,1327,15%
N/C(=N\OC(=O)c1cccc(F)c1)c1ccccc1,-4,-32,-0.52,-0.13,-0.46,0.66,x,x,1.1,1.5,3.7,x,i,2,-1.5,1305,0.5,1470,-68%
COc1ccc(-c2nc3ccccc3c(=O)n2CCN2CCOCC2)cc1,-12,-6,-0.14,-0.066,-0.013,1.3,7,680,2.3,2.4,25,i,i,-2,x,x,-1.1,1284,-6%
CN(C)c1nc(N)nc(-c2ccco2)n1,-2,-1,-0.54,-0.2,0.089,0.23,0,765,1.6,3.2,7.6,i,i,0,-5.3,1206,-0.42,1316,0%
CCOC(=O)c1c(CSc2ccccc2)n(C)c2ccc(O)c(CN3CCOCC3)c12,18,16,-1.1,-0.3,-0.21,0.74,3,670,2.2,4.9,5.5,i,i,36,-1.9,1047,-0.22,1120,1%
S=C(N/N=C/c1ccc(Cl)cc1)N1CCOCC1,11,10,-0.17,-0.22,-0.31,0.28,2,668,7.3,3.1,11,i,i,-15,0.3,565,-0.12,1137,-124%
Cc1ccc(-n2c(SCC(=O)Nc3cc(S(=O)(=O)N4CCOCC4)ccc3Cl)nc3ccccc3c2=O)cc1,-13,-4,-0.48,-0.1,-0.44,1,-9,623,3.0,3.3,8.8,i,i,-1,1.1,976,x,x,0%
CCCc1cc(C(=O)NCCc2ccc(OC)c(OC)c2)no1,-1,3,0.46,-0.15,0.26,-0.38,x,x,1.0,2.2,2.9,i,x,x,1.1,1171,0.78,903,3%
CCCCc1c(O)nc(SCC(=O)O)[nH]c1=O,-8,-2,-0.38,-0.26,-0.34,1.5,15,708,2.4,2.2,8.8,i,i,-4,0.0,1051,-0.89,1366,21%
CN1c2ccsc2/C(=N/Nc2ccc(F)cc2)CS1(=O)=O,90,92,0.17,0.34,0.16,-1.1,10,648,2.6,2.5,8.2,i,i,-7,-1.2,1094,-0.03,1634,-58%
CCN(CC)S(=O)(=O)c1cc(NS(=O)(=O)c2ccc(Cl)c(C(=O)O)c2)ccc1C,x,x,2.1,-0.53,1,-1.9,-7,670,x,x,x,i,x,x,-0.8,1345,0.22,951,-3%
CCSc1nnc(NC(=O)CSC2=NCCS2)s1,-16,-9,-0.15,-0.14,-0.029,0.52,-4,716,2.3,1.8,4.9,x,i,-3,0.8,1060,-0.1,1154,-19%
CCCCCCCCCCS(=O)(=O)N/N=C/c1ccccc1OC,52,-6,-0.61,0.03,-0.53,0.45,1,646,1.8,3.1,6.0,i,i,0,0.7,500,-0.01,1332,3%
CCC(=O)c1ccc(OCC(O)CN2CCN(c3cccc(C(F)(F)F)c3)CC2)cc1 (stereo not drawn),11,17,1.4,-0.22,0.13,0.29,-20,668,3.3,1.7,7.4,i,+,8.0*,1.0,1144,-0.12,1779,-11%
Cc1nc(OCc2c(C)noc2C)c2ccccc2n1,2,-10,-0.91,-0.11,-0.33,-0.12,6,674,2.5,2.3,1.7,i,i,-3,-3.0,1136,-0.24,1408,2%
CCOC(=O)Cn1nc(C)c(NC(=O)CCc2ccc(OC)cc2)c1C,-16,0,-0.2,-0.2,0.22,0.26,2,797,2.9,2.5,8.8,i,i,-12,-0.6,948,0.6,1525,-11%
Cc1cc(/C=C/C(=O)O)c(C)n1-c1ccc(Cl)cc1,-3,-13,-0.034,-0.23,0.47,-0.074,-3,672,4.1,2.1,5.4,i,i,-4,-6.3,1142,0.09,1601,-18%

# High-throughput results deposited in PubChem by several laboratories.
